# Source: PubChem (several laboratories)
# hcDAF12 agonist: H. contortus DAF-12 nuclear receptor activators, primary screen, cell-based, luminescence, HEK293, lit1-tk-luc reporter. activation, % at 6.8 µM. HEK293 hcDAF-12 lit1-tk-luc reporter; 0% DMSO, 100% Δ7-dafachronic acid. 370,000 tested, 1.4% active. AID 652067, 2013;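 active = activation above the mean of all tested compounds plus 3 SD, cut at about 5.5% in these data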;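 also: 100% = response to 3 µM Δ7-dafachronic acid high control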
# hgDAF-12 ag: H. glycines DAF-12 receptor agonists, primary screen, cell-based, luminescence, HEK293, GAL4 fusion, UAS-luciferase. Nuclear hormone receptor DAF-12 (Heterodera glycines), GAL4 fusion. HEK293 GAL4-hgDAF12 UAS-luciferase reporter, agonist luminescence; normalized to butyrate control. activation, % at 6.8 µM. 370,000 tested, 1.8% active. AID 687014, 2013;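 active = activation above a cutoff set at the mean of all screened compounds plus 3 SD, cut at about 10% in these data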;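 also: 0% = DMSO wells and 100% = sodium butyrate wells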
# DAX1 inh-1: DAX1 (NR0B1) inhibitors, primary screen, cell-based, HEK293, Gal4-DAX1, luciferase luminescence; Nuclear receptor subfamily 0 group B member 1 (Homo sapiens), P51843; HEK293 Gal4-DAX1 luciferase reporter; inhibition, % at 6.75 µM; 340,000 tested, 0.99% active; AID 504766, 2011;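 active = inhibition above the mean over all tested compounds plus 3 SD, cut at about 4.2% in these data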;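 also: 0% = DAX1-transfected cells with DMSO and 100% = empty-vector control cells with DMSO; inhibition shows as a rise in luminescence from relieved DAX1 repression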
# Target sequence (P51843 207-470 limits assumed): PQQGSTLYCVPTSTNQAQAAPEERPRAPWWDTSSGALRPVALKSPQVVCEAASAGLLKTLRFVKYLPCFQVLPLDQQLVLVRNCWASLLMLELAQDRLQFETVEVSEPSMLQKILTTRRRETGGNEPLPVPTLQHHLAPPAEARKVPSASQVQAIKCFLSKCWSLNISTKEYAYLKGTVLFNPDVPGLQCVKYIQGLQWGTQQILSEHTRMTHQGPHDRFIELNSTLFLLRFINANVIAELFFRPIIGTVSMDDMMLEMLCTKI
# DAX1 inh-2: DAX1 (NR0B1) inhibitors on StAR promoter, primary screen, cell-based, luminescence, SF-1 (NR5A1), full-length DAX-1. inhibition, % at 6.8 µM. AID 652010, 2013. HEK293T StAR-luciferase reporter, SF-1/DAX-1 repression relief. 370,000 tested, 1.1% active;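 active = inhibition above the mean over all tested compounds plus 3 SD, cut at about 3.6% in these data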;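 also: 0% = DAX-1 cells with DMSO and 100% = cells lacking DAX-1 with DMSO; higher inhibition means more luminescence from relief of DAX-1 repression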
# FXN GAA850 act: FXN promoter activators, primary screen, cell-based, luciferase luminescence, HEK293 lucGAA850 | HEK293 lucGAA850 FXN promoter luciferase reporter, 24 h; percent of 10 µM SAHA response | activation, % at 6 µM | 360,000 tested, 0.56% active;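 active = activation above the average of all compounds screened plus 3 SD, cutoff fixed separately per campaign, cut at about 7.5% in these data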;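 also: 0% = DMSO wells and 100% = 10 µM SAHA wells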
# ADAM10 inh: human ADAM10 inhibitors, primary screen, biochemical, QFRET, HTS | inhibition, % at 7 µM | AID 720582, 2013 | 370,000 tested, 0.62% active | recombinant ADAM10, EDANS/DABCYL FRET peptide cleavage, 3 h;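 active = inhibition above a per-campaign cutoff equal to the mean of compounds falling between control-based bounds plus 3 SD, cut at about 20% in these data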;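 also: 0% = DMSO wells while the 100% control is not disclosed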
# ADAM17 inh: ADAM17 inhibitors, primary screen, biochemical, QFRET. Disintegrin and metalloproteinase domain-containing protein 17 (Homo sapiens), P78536. recombinant ADAM17, EDANS/DABCYL FRET peptide cleavage. inhibition, % at 6.95 µM. 370,000 tested, 0.83% active. AID 720648, 2013;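 active = inhibition above the mean of compounds lying between control limits plus 3 SD, set per campaign, cut at about 8.5% in these data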;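 also: 0% = DMSO-only wells as the low control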
# Target sequence (P78536 215-824 limits assumed): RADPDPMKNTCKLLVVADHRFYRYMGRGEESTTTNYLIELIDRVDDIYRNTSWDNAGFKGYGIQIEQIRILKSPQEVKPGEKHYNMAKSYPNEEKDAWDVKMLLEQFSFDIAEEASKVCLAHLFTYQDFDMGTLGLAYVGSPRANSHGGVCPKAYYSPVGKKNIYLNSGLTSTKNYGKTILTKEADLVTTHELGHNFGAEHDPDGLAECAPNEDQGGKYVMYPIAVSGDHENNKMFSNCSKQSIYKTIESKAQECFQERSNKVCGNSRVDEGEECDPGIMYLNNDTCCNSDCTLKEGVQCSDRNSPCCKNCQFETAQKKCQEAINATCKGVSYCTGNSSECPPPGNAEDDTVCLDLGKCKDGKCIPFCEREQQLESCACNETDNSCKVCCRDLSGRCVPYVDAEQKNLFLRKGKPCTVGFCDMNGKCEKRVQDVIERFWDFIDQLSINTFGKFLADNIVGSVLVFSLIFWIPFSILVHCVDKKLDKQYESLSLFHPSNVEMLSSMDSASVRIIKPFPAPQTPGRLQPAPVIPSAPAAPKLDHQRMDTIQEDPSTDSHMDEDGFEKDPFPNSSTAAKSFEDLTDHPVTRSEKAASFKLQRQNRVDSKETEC
# ssDAF12 agonist: S. stercoralis DAF-12 nuclear receptor activators, primary screen, cell-based, luminescence, HEK293, GRIP1 co-expression, lit1-tk-luc | activation, % at 6.8 µM | Nuclear hormone receptor DAF-12 (Strongyloides stercoralis) | HEK293 ssDAF-12/GRIP1 lit1-tk-luc reporter; % of 3 µM dafachronic acid response | 370,000 tested, 1% active;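 active = activation above the mean over all tested compounds plus 3 SD, cut at about 0.9% in these data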;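 also: 0% = DMSO-only wells and 100% = 3 µM delta7-dafachronic acid wells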
# SMARCA2 activ: SMARCA2 (BRM) function activators, primary screen, cell-based, luminescence, high throughput; MG213 cells, MMTV-luciferase reporter, dexamethasone, overnight; activation, % at 9.1 µM; 370,000 tested, 1% active; AID 652017, 2013; in the data active = activation above about 7.8%;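 also: 0% = vehicle wells and 100% = reference activator wells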
# NPR1 activator: GC-A stimulated cGMP production enhancers – HEK293 GC-A cells, cGMP TR-FRET, EC30 ANP, primary screen | Atrial natriuretic peptide receptor 1 (Homo sapiens), P16066 | 0% at EC30 ANP, 100% saturating ANP | activation, % at 10 µM | 370,000 tested, 0.14% active | AID 1671463, 2021; in the data active = activation above about 40%
# PG9 Ab binder: binders of HIV-1 gp120 antibody PG9, primary screen, biochemical, TR-FRET. 360,000 tested, 0.43% active. TR-FRET gp120-PG9 antibody binding. HIV-1 gp120 / PG9 antibody interaction. inhibition, % at 6.7 µM; in the data active = inhibition above about 8.5%
# Numbers without * were called inactive; i = inactive; · = no result given.
SMILES,hcDAF12 agonist,hgDAF-12 ag,DAX1 inh-1,DAX1 inh-2,FXN GAA850 act,ADAM10 inh,ADAM17 inh,ssDAF12 agonist,SMARCA2 activ,NPR1 activator,PG9 Ab binder
O=C(NCc1ccncc1)c1ccc(NS(=O)(=O)c2ccc(F)cc2)cc1,-1.8,0.0,0.3,-0.4,1.0,-9,-1,-1.1,-2,-3,0.8
CCCc1nc2c3ccccc3ccn2c1Cc1ccc(C)cc1,12*,18*,·,6.0*,·,-25,-7,2.3*,3,0,0.9
COc1ccc(C(CNC(=O)c2cc3c(s2)CCCC3)N2CCOCC2)cc1 (stereo not given),-1.2,2.9,-0.2,-1.1,1.3,3,-3,-1.1,0,-3,-0.7
CSc1nc2c(c(C(F)(F)F)n1)CC(C)CC2 (stereo not given),-1.5,1.1,0.2,0.0,0.9,-2,1,-1.2,2,4,0.7
CC1(c2nnc(-c3ccncc3)o2)CC(c2ccc(Cl)cc2)=NO1 (stereo not given),-1.5,-3.1,-1.3,-1.2,-0.6,-11,-3,-2.2,-2,1,1.6
Cc1ccc(OCC(=O)c2ccc3c(c2)CCCC3)cc1C,0.0,4.3,2.4,0.9,7.1,4,5,-1.0,-3,2,1.7
Cc1cc(C)cc(N(C(=O)Cn2nnc(-c3ccccc3)n2)C(C(=O)NC2CCCCC2)c2ccccn2)c1 (stereo not given),2.5,-0.1,-0.3,-0.6,1.6,8,2,-1.7,0,-10,-1.6
Cc1nn(-c2ccccc2)c(C)c1C=O,-1.3,0.0,·,-0.3,-0.5,9,-4,0.0,-2,-2,0.6
COc1cccc(C(=O)N2CCN(Cc3ccccc3Br)CC2)c1,-1.1,-2.9,-0.6,-0.1,1.2,8,-3,-1.8,1,2,-3.3
O=C(CSc1ccc(-c2ccc(F)cc2)nn1)NCc1ccco1,-1.5,2.2,-1.1,-0.6,-2.1,5,0,-1.4,-3,4,-0.2

# Only PG9 Ab binder, SMARCA2 activ and hgDAF-12 ag, for 2 of the compounds above:
mol	PG9 Ab binder	SMARCA2 activ	hgDAF-12 ag
Cc1cc(C)cc(N(C(=O)Cn2nnc(-c3ccccc3)n2)C(C(=O)NC2CCCCC2)c2ccccn2)c1 (stereo not given)	-1.6	0	-0.1
Cc1nn(-c2ccccc2)c(C)c1C=O	0.6	-2	0.0

# Other compounds
SMILES,hcDAF12 agonist,hgDAF-12 ag,DAX1 inh-1,DAX1 inh-2,FXN GAA850 act,ADAM10 inh,ADAM17 inh,ssDAF12 agonist,SMARCA2 activ,NPR1 activator,PG9 Ab binder
Cc1cccc(C)c1NC(=O)C(c1ccnc2ccccc12)N1CCN(CCN(C)C)CC1 (stereo not given),-1.5,-6.9,·,-0.7,·,-9,-3,-1.0,-5,-1,-0.2
COCC(=O)N(C)C[C@@H]1Oc2ncc(Br)cc2C(=O)N([C@@H](C)CO)C[C@H]1C,-0.7,4.2,0.4,0.0,-0.5,-9,-1,-1.7,-3,-1,-0.5
CSc1cccc(NC(=O)CN(C)S(=O)(=O)c2cnc[nH]2)c1,-0.4,1.4,0.5,0.1,1.9,2,-2,-0.9,-2,-3,0.9
C=CCc1cccc(C2Nc3ccccc3C(=O)N2O)c1O (stereo not given),-0.8,1.1,1.0,0.1,0.2,-34,-11,-0.3,1,4,0.3
CCN(CC(=O)Nc1c(F)cccc1F)C(=O)c1cc(S(=O)(=O)N2CCOCC2)ccc1N1CCCC1,-0.9,-1.7,-0.4,-0.8,1.7,-13,-6,0.0,-1,3,1.6
CCC(c1nnc(SCC(=O)NNC(=O)c2ccccc2)n1Cc1ccccc1)N(C)C (stereo not given),-0.8,0.3,1.9,0.8,1.8,7,1,-0.5,-2,-3,1.5
CCOC(=O)CC1C(=O)NCCN1C(=O)c1sc2ccccc2c1Cl (stereo not given),-1.0,-3.4,-1.0,-0.2,0.8,-2,-5,-1.1,-2,-3,1.1
CC[N+](CC)(CC)CCCCOc1ccc2c(c1)C(=O)c1cc(OCCCC[N+](CC)(CC)CC)ccc1-2,2.0,-0.5,2.1,0.7,1.8,2,0,-1.1,-1,-23,-16
O=C(OCc1nnc(-c2ccc(Br)cc2)o1)c1cncc(Br)c1,-0.7,1.2,1.1,0.8,0.6,-5,-2,-1.7,-3,1,-0.7
CC(C)c1nc(Cl)c(C#N)c2c1CCC2,-1.3,6.2,1.2,0.0,1.1,-6,-3,-1.3,-3,4,-0.9
CCOC(=O)c1ccc(NC(=O)C(=O)NCCc2ccc(OC)cc2)cc1,1.1,-1.4,0.9,-0.2,2.0,-4,-4,-1.5,2,1,-1.2
CCCCc1cc(=O)oc2c(C)c(OCc3nn[nH]n3)ccc12,1.3,-1.4,1.9,0.3,0.5,-125,-43,-0.5,1,-1,0.6
CCOc1ccccc1NC(=O)NCc1ccco1,-2.0,-1.5,0.8,-0.7,1.3,2,-4,-1.6,-1,4,-0.1
O=C(N/N=C1\CCS(=O)(=O)c2ccc(F)cc21)c1ccc([N+](=O)[O-])cc1,-0.9,-2.0,-0.8,-0.1,0.7,-1,-8,-0.8,-2,-5,2.0
Cc1ccc(C(C)C)c(OCCCN2CC(C)OC(C)C2)c1 (stereo not given),-1.9,-0.3,-0.1,-0.1,4.1,-5,-6,-0.6,0,0,0.0
CCC(=O)Oc1ccc(NC(=O)c2ccco2)cc1,-0.6,1.2,0.4,-1.1,-0.5,-4,-3,-1.7,4,1,-0.2
CC(=O)Nc1ccc(S(=O)(=O)N2CCNC(=O)C2)cc1,0.8,0.1,2.5,-0.2,0.0,-12,-3,-1.2,1,2,-0.6
CCOC(=O)C(Sc1ncc(C#N)c(N)n1)C(C)C (stereo not given),1.8,2.3,0.4,0.1,2.8,-13,-7,-1.3,0,-2,0.1
CCOc1ccccc1C1CC(=O)Nc2cc(C)c(C)cc21 (stereo not given),0.8,-0.8,-4.9,-2.0,-4.0,0,0,-1.7,-1,-24,-0.5
Cc1ccc2nc(-c3cc(N)cc(N)c3)oc2c1,-1.6,-4.3,-3.4,0.9,-9.8,-24,-8,-1.8,-5,10,-4.9
Cc1cccc(C)c1N(CC(=O)N/N=C/c1cc(Br)c(C)o1)S(C)(=O)=O,-0.7,1.3,-0.5,-0.1,3.0,-5,-2,-1.9,0,-2,-1.9
O=C(Nc1cc(C(F)(F)F)ccc1N1CCOCC1)c1ccccc1F,-1.5,-0.7,1.0,-0.1,1.8,2,-4,-1.0,1,2,0.1
COc1ccc(CCNC(=O)COC(=O)Cc2ccc(OC)cc2)cc1,2.0,4.7,-0.5,-0.3,1.9,8,4,-1.4,3,-2,-3.2
CC(CNC(=O)c1ccc(-c2ccccc2)cc1)CN(C)C (stereo not given),-0.4,1.3,-0.3,-0.4,2.1,-2,-3,-1.0,-1,2,-0.6
O=C(Nc1ccc2ccccc2c1)/C(=C\c1ccc2c(c1)OCO2)NC(=O)c1ccco1,-1.7,1.4,-1.4,0.0,-0.4,-2,-2,-1.2,-2,-1,1.0
FC(F)(F)c1ccc(Oc2ccccc2Cl)nc1,0.2,1.8,0.8,-0.2,3.0,-2,-1,-1.7,2,1,-2.7
Cc1ccc(CN2CCN(Cc3ccc(Oc4ncccn4)cc3)CC2CCO)cc1 (stereo not given),-0.6,-3.6,0.8,-0.1,1.4,11,-3,-1.1,-2,5,1.7
O=C(NCC[C@@H]1C[C@@H]2C=C[C@H]1C2)c1cc(COc2ccc(F)cc2F)on1,-0.1,1.3,-0.3,0.2,-1.4,6,5,-1.0,-2,9,-1.9
COC(=O)c1cn(NC(=O)/C=C/c2cccc(OC)c2OC)c(=O)c2ccccc12,2.5,-0.3,·,0.9,·,3,1,-1.5,-2,-5,0.5
CC(C)Nc1ccc(Nc2ccnc3cc4ccccc4cc23)cc1,2.0,-2.8,-2.3,-1.4,-4.5,6,0,-1.1,12*,15,-14
O=C(CN1C(=O)c2ccccc2S1(=O)=O)NCc1ccccc1,-1.1,-0.6,0.2,-0.4,-0.4,1,2,-0.8,-1,0,0.5
CNC(=O)c1ccc(-c2cc(C(F)(F)F)nn2C)s1,-0.1,0.0,·,0.4,2.7,-16,-8,-1.2,0,10,-0.6
COc1ccc(CCNC(=O)CCC(=O)N2CCN(S(=O)(=O)c3ccccc3)CC2)cc1OC,-0.9,0.5,0.6,-0.1,-2.9,-5,-2,-1.4,0,3,-1.0
Cc1ccc(Nc2nc(-c3ccc(O)c(O)c3)cs2)nc1,-0.7,-1.3,·,-0.8,·,7,-1,-1.8,-2,3,-3.0
Cc1ccc(S(=O)(=O)CCN2CCN(c3ccccn3)CC2)cc1,-0.6,-0.3,2.8,-0.3,0.8,-1,0,-1.6,4,0,-2.8
O=c1[nH]cnc2c1ncn2[C@@H]1C[C@@H](O)[C@H](CO)O1,0.4,-2.4,-1.0,0.1,1.0,-3,-8,-0.5,-2,1,-0.3
Cc1c(C)c2ccc(OS(C)(=O)=O)c(C)c2oc1=O,-1.5,1.6,0.3,-0.2,4.8,-64,-12,-0.8,1,-1,-1.4
CCC(=O)Nc1cc(C)c(NC(=O)c2ccco2)cn1,-3.4,-1.0,-0.8,0.4,0.5,-12,-3,-1.4,-2,1,1.7
O=[N+]([O-])c1cc(C2Nc3cccc4cccc(c34)N2)ccc1Cl,1.6,-0.1,-0.3,0.2,1.6,4,-3,-0.4,0,-4,-1.3
COc1cccc(CNC(=O)Cn2ccc3cc(S(=O)(=O)N4CCC(C)CC4)ccc32)c1,-2.2,-1.6,0.1,-0.3,1.6,10,5,-1.7,7,-4,-2.0
Cc1cc(C)n(S(=O)(=O)c2cccc([N+](=O)[O-])c2)n1,-0.4,1.4,2.8,0.1,2.1,2,-1,-0.5,0,1,-1.3
COC(=O)Cc1c(C)c2ccc(OCc3nn[nH]n3)cc2oc1=O,-0.1,-2.2,-0.8,-0.6,-0.6,i,-300,-0.9,2,1,-5.5
CCN1CCN(c2cc(C(C)(C)C)nc3c(-c4ccccc4)c(C)nn23)CC1,-0.8,-1.5,0.5,-0.2,-2.6,-20,-10,-1.8,-3,-3,0.6
COc1ccc(Cl)cc1S(=O)(=O)NC(C)C(=O)NCCN1CCOCC1 (stereo not given),-1.8,-2.2,1.0,-0.4,1.1,-7,0,-0.6,-1,3,5.4
O=C(Cc1ccccc1)NCCc1cn2ccsc2n1,1.5,-0.7,0.8,0.0,0.0,-5,1,-1.0,2,5,0.2
